DYRK1A inh: rat Dyrk1A kinase inhibitors, primary screen, biochemical, single point, plate reader; AID 504441, 2011; Dual specificity tyrosine-phosphorylation-regulated kinase 1A (Rattus norvegicus), Q63470; inhibition, % at 12.5 µM; 310,000 compounds, 0.43% hits; ADP-Glo luminescence, NFATc1 peptide; in the data active means inhibition above about 50%;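 further: plate controls were vehicle with enzyme for no effect and no enzyme for full effect; many of its hits are not listed in these tables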
KCNQ1 pot: potentiators or activators of KCNQ1 channel, primary screen, cell-based, thallium flux, high-throughput; Potassium voltage-gated channel subfamily KQT member 1 (Homo sapiens), P51787; CHO-K1 KCNQ1, thallium flux FluxOR fluorescence; active compounds read high; B-score at 10 µM; 310,000 compounds, 0.35% hits;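 active means fluorescence ratio B-score, a plate-corrected score, at least three library SD, with initial intensity B-score within 5 SD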
Target sequence (P51787 whole entry, looked up): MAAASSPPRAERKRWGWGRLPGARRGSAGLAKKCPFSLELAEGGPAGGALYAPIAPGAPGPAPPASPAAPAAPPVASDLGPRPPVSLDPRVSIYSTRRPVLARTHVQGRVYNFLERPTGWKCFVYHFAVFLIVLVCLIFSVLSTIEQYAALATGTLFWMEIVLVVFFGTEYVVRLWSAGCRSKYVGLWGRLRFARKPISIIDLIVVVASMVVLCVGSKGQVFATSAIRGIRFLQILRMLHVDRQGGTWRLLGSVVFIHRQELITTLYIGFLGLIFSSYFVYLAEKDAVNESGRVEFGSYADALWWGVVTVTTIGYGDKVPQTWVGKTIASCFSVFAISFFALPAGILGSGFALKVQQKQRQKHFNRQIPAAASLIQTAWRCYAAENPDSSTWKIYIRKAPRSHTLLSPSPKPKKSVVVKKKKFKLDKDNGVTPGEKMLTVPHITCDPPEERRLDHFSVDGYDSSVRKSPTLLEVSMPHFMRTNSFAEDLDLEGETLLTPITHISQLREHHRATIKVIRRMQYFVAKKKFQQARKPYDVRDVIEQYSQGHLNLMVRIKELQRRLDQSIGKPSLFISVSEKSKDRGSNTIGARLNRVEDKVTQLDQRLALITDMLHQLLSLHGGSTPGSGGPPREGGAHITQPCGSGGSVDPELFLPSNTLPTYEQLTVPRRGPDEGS
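System: CHO-K1 cells stably expressing KCNQ1 / Medium: assay buffer for compound exposure, DMSO matched across wells / Reagent: thallium- and potassium-containing depolarizing buffer / Compound: one concentration, matched DMSO / Incubation: 20 min compound pretreatment at room temperature / Measured by: kinetic FluxOR fluorescence, 10 s baseline plus 110 s post-stimulus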
KCNK9 inh: KCNK9 potassium channel inhibitors, primary screen, HEK293 cells, thallium flux; Potassium channel subfamily K member 9 (Homo sapiens), Q9NPC2; FluxOR thallium flux fluorescence; active compounds read low; 310,000 compounds, 1.2% hits; B-score at 10 µM;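 active means ratio B-score over 3 SD below the library mean, with starting fluorescence within 5 SD of its mean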;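 further: negative B-score means less thallium flux so channel inhibition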
TRPC4 agonist: activators of mouse TRPC4 channel, primary screen, Fluo4 calcium, HEK293 TRPC4beta/mu-opioid cells | Short transient receptor potential channel 4 (Mus musculus), Q9QUQ5 | Fluo4 calcium fluorescence; active compounds read high | B-score at 10 µM | 310,000 compounds, 0.49% hits | AID 2237, 2010;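 active means B-score above 5 SD of library B-scores, and initial fluorescence ratio not above library mean plus 5 SD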;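 further: positive B-score marks a calcium rise read as TRPC4 activation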
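System: HEK293 cells stably co-expressing mouse TRPC4beta and mu-opioid receptor; Schedule: Fluo4 dye loading 45 min at room temperature, 110 s recording; Detection: Fluo4 fluorescence, kinetic; Evaluation: B-scored integrated calcium fluorescence ratio; Controls: buffer (low) and maximal DAMGO (high).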
TRPC4 block: inhibitors of mouse TRPC4 channel, primary screen, Fluo4 calcium, HEK293 TRPC4beta/mu-opioid cells | DAMGO-evoked Fluo4 calcium flux; active compounds read low | B-score at 10 µM | 300,000 compounds, 0.39% hits;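 active means B-score over 3 SD under the library average, no early fluorescence shift, positive overall ratio signal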
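Signal: kinetic Fluo4 fluorescence imaging of calcium influx. Material: stable TRPC4beta/mu-opioid receptor HEK293 cells. Probe or stimulus: DAMGO in two steps, submaximal then maximal.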
KCNQ1 block: inhibitors of human KCNQ1 channel, primary screen, cell-based, thallium flux, high-throughput; Potassium voltage-gated channel subfamily KQT member 1 (Homo sapiens), P51787; B-score at 10 µM; 310,000 compounds, 1.3% hits; CHO-K1 KCNQ1, FluxOR thallium flux fluorescence; active compounds read high;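 active means compounds whose thallium flux B-score, printed positive for inhibition, exceeds three library SD while starting fluorescence stays within three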;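 further: channel opened by potassium depolarization with thallium stimulus after 20 min compound exposure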
KCNK3 block: human KCNK3 channel inhibitors, primary screen, CHO cells, FluxOR thallium flux, B-score. Potassium channel subfamily K member 3 (Homo sapiens), O14649. FluxOR fluorescence; active compounds read low. 340,000 compounds, 0.84% hits. B-score at 10 µM;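 active means B-score under library mean minus 4 SD, starting fluorescence ratio at most library mean plus 5 SD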;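 further: more negative B-score means stronger inhibition of thallium flux through KCNK3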
Target sequence (O14649 whole entry, looked up): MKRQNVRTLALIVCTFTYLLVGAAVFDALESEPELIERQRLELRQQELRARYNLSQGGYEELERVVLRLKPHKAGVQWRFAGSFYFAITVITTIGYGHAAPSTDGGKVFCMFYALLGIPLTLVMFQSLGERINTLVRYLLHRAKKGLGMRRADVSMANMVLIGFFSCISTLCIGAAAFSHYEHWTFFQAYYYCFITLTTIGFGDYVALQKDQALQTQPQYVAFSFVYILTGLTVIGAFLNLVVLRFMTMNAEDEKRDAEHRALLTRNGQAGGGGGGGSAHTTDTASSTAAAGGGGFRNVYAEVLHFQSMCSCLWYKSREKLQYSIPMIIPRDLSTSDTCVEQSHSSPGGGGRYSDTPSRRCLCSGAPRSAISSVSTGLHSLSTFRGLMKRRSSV
Platelet DG rel: inhibitors of platelet dense granule secretion, primary screen, cell-based, MLPCN, human platelets. AID 1663, 2009. inhibition, %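 (compounds screened at 7.5 µM in platelet-rich plasma)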. 300,000 compounds, 0.22% hits. human platelet-rich plasma, SFLLRN dense granule ATP release, luminescence;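 active means mean replicate score, as percent of positive control, at or above 50; inconclusive means mean below 50 but at least one replicate at or above 50; inactive means mean and every replicate below 50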
TRPC4 potent: positive allosteric modulators of TRPC4, primary screen, cell-based, mouse TRPC4beta, HEK293 mu-opioid, Fluo-4 calcium; DAMGO EC20, Fluo-4 Ca2+ flux; active compounds read high; B-score at 10 µM; 310,000 compounds, 0.42% hits;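 active means B-score of calcium response area above 5 SD of library B-scores, with initial fluorescence ratio within 5 SD of library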;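 further: B-score of integrated fluorescence ratio over time as area under calcium response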
PolyA inh: polyadenylation inhibitors in yeast reporter cells, primary screen, luminescence, S. cerevisiae; S. cerevisiae SKY197-pL101 polyadenylation reporter, beta-gal luminescence; efflux-impaired pdr1/pdr3 knockout yeast; score 100 = 6 SD above DMSO; calls only at 12 µM; 300,000 compounds, 0.02% hits; AID 1875, 2009;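 active means lowest replicate activity score at least 50, where 100 means six control SD above control mean; inconclusive means lowest score under 50 but half or more replicates reach 50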;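 further: yeast exposed to compound for 9 h at 30 °C; higher score means more reporter readthrough which indicates perturbed polyadenylation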
hERG rescue: hERG rescue from dofetilide block, primary screen, cell-based, CHO-hERG, FluxOR thallium flux, dofetilide IC70 | 310,000 compounds, 0.51% hits | AID 1511, 2009 | dofetilide IC70 present | activation (rescue from dofetilide block), less the hit threshold, % at 10 µM | Voltage-gated inwardly rectifying potassium channel KCNH2 (Homo sapiens), Q12809;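 active means activation above the mean of controls blocked by dofetilide plus 5 SD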;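 further: thallium influx through hERG after potassium depolarization seen as dye fluorescence rise; in these data hits start at about 4.7%; inactives centre near -7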
The depositor's hits bear a star; i = inactive; ? = inconclusive; / = no result given.

The line under a structure holds: DYRK1A inh	KCNQ1 pot	KCNK9 inh	TRPC4 agonist	TRPC4 block	KCNQ1 block	KCNK3 block	Platelet DG rel	TRPC4 potent	PolyA inh	hERG rescue
> Cc1ccc(C(=O)Nc2nc3n(n2)C(c2ccccc2)CC(=O)N3)cc1 (configuration not stated)
  /	i	i	i	i	i	i	-11	i	i	-8
> COc1ccc(Cl)cc1NC(=O)/C=C/C(=O)O
  -7	i	i	i	i	i	i	5	i	i	-8
> O=C(COC(=O)c1ccccc1NC(=O)c1ccco1)NCC1CCCCC1
  2	i	i	i	i	i	i	3	i	i	-10
> NC(=S)N(c1ccccc1)c1ccccc1
  0	i	i	i	i	i	i	-1	i	i	-7
> CCCn1c(SCC(=O)Nc2cccc(S(=O)(=O)NC3=NCCCCC3)c2)nc2ccccc2c1=O
  -2	i	i	i	i	i	i	-1	i	i	-4
> Cc1nc(C(=O)NNC(=O)c2ccc(Cl)cc2)cs1
  11	i	i	i	i	i	i	-44	i	i	-11
> Cc1cc(NC(=O)Cn2cnc3c2c(=O)n(C)c(=O)n3C)n(-c2ccccc2)n1
  -1	i	i	i	i	i	i	-1	i	i	-6
> Cc1cc2occ(CC(=O)N(C)CC(=O)Nc3c(C)cccc3C)c2cc1C
  -9	i	i	i	i	i	i	5	i	i	-15
> N#Cc1ccc(C23CC4(C2)[C@H](CN(Cc2ccc(C(F)(F)F)cc2)[C@@H]4c2ccccc2)C3c2ccccc2)cc1 (some centres not stated)
  2	i	i	i	i	i	i	2	i	i	-2
> Cc1cccc(NC(=O)c2cccc(S(=O)(=O)Nc3ccccc3C(=O)O)c2)c1
  -1	i	i	i	i	i	i	-3	i	i	-12
> O=C(CCCO)CCCCCCCCC[C@H]1N[C@H](CO)[C@@H](O)[C@@H]1O
  2	i	i	i	i	i	i	-2	i	i	-7
> CCC(=O)Nc1ccc(S(=O)(=O)NCC2CCCO2)cc1 (configuration not stated)
  -5	i	i	i	i	i	i	-9	i	i	-11
> Cc1cc2[nH]cnc2c([N+](=O)[O-])c1C
  20	i	i	i	i	i	i	0	i	i	-14
> CC1CC(CCN)(c2ccccc2)C(C)CN1C (configuration not stated)
  12	i	i	i	i	i	i	-3	i	i	-8
> CCOc1ccc(C(=O)Nc2cccc(-n3cnnn3)c2)cc1OCC
  4	i	i	i	i	i	i	-4	i	i	-24
> O=C(NCCCN1CCN(c2ccccc2F)CC1)C1CCC(=O)N1C1CCCCC1 (configuration not stated)
  2	i	i	i	i	i	i	-5	i	i	-7
> O=C(O)c1cccc(NC(=O)c2ccc(Cl)c(S(=O)(=O)N3CCCCCC3)c2)c1
  -5	i	i	i	i	i	i	-4	i	i	-9
> CCN1CCN(C(=O)C(C)Nc2ccc(OC)cc2OC)CC1 (configuration not stated)
  -5	i	i	i	i	i	i	-1	i	i	-5
> O=C(Nc1cccc(C(=O)O)c1)/C(=C/c1ccccc1)NC(=O)c1cccc(Br)c1
  10	i	i	i	i	i	i	5	i	i	-19
> O=C(Nc1ccncc1)c1ccc(NS(=O)(=O)c2ccc3[nH]c(=O)[nH]c3c2)cc1
  1	i	i	i	i	i	i	3	i	i	-8
> O=C1C2C3C=CC(C2C(=O)N1C1CCCCC1)C1C(=O)N(C2CCCCC2)C(=O)C31 (configuration not stated)
  -3	i	i	i	i	i	i	-3	i	i	-2
> Cc1nnc(SCC(=O)Nc2ccc(Cl)cn2)n1Cc1ccccc1
  6	i	i	i	i	i	i	-3	i	i	1
> CC(/C=C/c1ccco1)=N\NC(=O)CNc1ccc2ccccc2c1
  -1	i	i	i	i	i	i	9	i	i	-14
> Cc1cccc(N(CC(=O)N2CCCC2)S(=O)(=O)c2ccccc2)c1C
  -6	i	i	i	i	i	i	0	i	i	-3
> CCn1c(SCC(=O)c2ccc(CNC(C)=O)o2)nnc1-c1cccs1
  5	i	i	i	i	i	i	0	i	i	-7
> CCc1cc2c(C)ccc(C)c2nc1SCC(=O)Nc1cc(C)on1
  -7	i	i	i	i	i	i	-4	i	i	-4
> CCN(c1ccccc1)S(=O)(=O)c1ccc(Cl)c(NC(=O)COC(=O)c2ccc[nH]c2=O)c1
  -2	i	i	i	i	i	i	-1	i	i	-12
> CCOc1cc(S(=O)(=O)N(CC)CC)ccc1Cl
  3	i	i	i	i	i	i	2	i	i	-4
> Cc1cc(C)nc(SC2c3cccc4cccc(c34)C2NS(=O)(=O)c2ccccc2)n1 (configuration not stated)
  -1	i	i	i	i	i	i	11	i	i	-8
> COCCNC(=O)Cn1nc(C(F)(F)F)cc1C
  0	i	i	i	i	i	i	/	i	/	-4
> O=C(CNS(=O)(=O)c1ccc(Br)cc1Cl)OCC(=O)c1ccc[nH]1
  2	i	i	i	i	i	i	3	i	i	-16
> O=C(OCC(=O)N1CCCCCC1)c1n[nH]c(=O)c2ccccc12
  /	i	i	i	i	i	i	-1	i	i	-5
> CN1CCN(c2ccc(C(CC(N)=O)NC(=O)Cc3ccc(Br)cc3)cc2[N+](=O)[O-])CC1 (configuration not stated)
  -1	i	i	i	i	i	i	-3	i	i	-7
> COC(=O)c1ccc(Nc2ncnc3c2cnn3-c2cccc(C)c2)cc1
  1	i	i	i	i	i	i	-8	i	i	-3
> CCOc1ccc2nc(NC(=O)Cn3cnc4c3c(=O)n(C)c(=O)n4C)sc2c1
  0	i	i	i	i	i	i	-5	i	i	-11
> C=CCc1cc(/C=N/NC(=O)CSc2nnc(CCCc3ccc(OC)cc3)o2)cc(OC)c1O
  1	i	i	i	i	i	i	1	i	i	-11
> CCCC(=O)NC(Nc1ccc(S(=O)(=O)Nc2cc(C)on2)cc1)(C(F)(F)F)C(F)(F)F
  -4	i	i	i	i	i	i	-11	i	i	-1
> COCC(=O)Nc1sc2c(c1C(=O)OC)C(C(=O)OC)CC2 (configuration not stated)
  14	i	i	i	i	i	i	7	i	i	-9
> Cc1ccc(-n2c(CNc3ccc(F)cc3)nnc2SCC(N)=O)cc1
  1	i	i	i	i	i	i	-5	i	i	0
> Cc1ccccc1NS(=O)(=O)c1ccc(OCCNS(C)(=O)=O)cc1
  -4	i	i	i	i	i	i	8	i	i	-7
> Cc1cc(NC(=O)Cn2cc([N+](=O)[O-])cn2)no1
  4	i	i	i	i	i	i	38	i	i	-10
> CCSc1nc2cc(C(=O)OC)ccc2c(=O)n1CC
  -2	i	i	i	i	i	i	-7	i	i	1
> O=C(Nc1ccccc1)Nc1ccccc1Br
  /	i	i	i	i	i	i	0	i	i	-6
> CC(C)c1nc(C#N)c(NCCCn2ccnc2)o1
  -14	i	i	i	i	i	i	-4	i	i	-5
> COC(=O)CC1C(=O)NCCN1C(=S)Nc1ccc(F)cc1 (configuration not stated)
  -10	i	i	i	i	i	i	0	i	i	-6
> O=C(CSc1nnnn1C1CCCC1)NCc1ccc2c(c1)OCO2
  14	i	i	i	i	i	i	-4	i	i	1
> CCOC(=O)C1=NN(C(=O)Nc2ccc(OC)cc2)C2C(=O)N(c3cccc(C(F)(F)F)c3)C(=O)C12 (configuration not stated)
  1	i	i	i	i	i	i	?	i	i	-12
> CN1CCN(C=Nc2nc3ccccc3nc2N2CCCC2)CC1
  2	i	i	i	i	i	i	2	i	i	-16
> Cc1ccc(C(=O)OCC(=O)c2c[nH]c3ccccc23)cc1NC(=O)c1ccco1
  12	i	i	i	i	i	i	-57	i	i	-6
> Nc1ccc2oc(=O)c3ccccc3c2c1
  32	i	i	i	i	i	i	11	i	i	-7
> COc1ccc(-c2csc3ncnc(N4CCN(c5cccc(OC)c5)CC4)c23)cc1
  -2	i	i	i	i	10*	i	35	i	i	-10
> CCCC(=O)N1CCN(c2ccc(NC(=O)c3ccc([N+](=O)[O-])o3)cc2)CC1
  /	i	i	i	i	i	i	-3	i	i	-15
> Cc1cc([N+](=O)[O-])cc2ncccc12
  -3	i	i	i	i	i	i	12	i	i	-4
> CCOc1ccc(-n2c(SCC(=O)Nc3cc(C)on3)nnc2-c2c[nH]c3ccccc23)cc1
  -5	i	i	i	i	i	i	0	i	i	-6
> Cc1cc(COC(=O)C2N3C(=O)[C@@H](NC(=O)COc4ccccc4)[C@H]3SC2(C)C)on1 (some centres not stated)
  -16	i	i	i	i	i	i	11	i	i	-3
> O=c1[nH]c(/C=C/c2cccc3ccccc23)nc2ccccc12
  1	i	i	i	i	i	i	4	i	i	-7
> CCNc1ccc(S(=O)(=O)N(C)C)cc1NCC(=O)Nc1ccccc1Br
  -2	i	i	i	i	i	i	-4	i	i	-3
> O=C1COc2ccc(S(=O)(=O)N3CCN(c4cccc(Cl)c4)CC3)cc2N1
  -2	i	i	i	i	i	i	-13	i	i	-4
> CCC(C)(C(=O)NC1CCCCC1)N(CC1CCCO1)C(=O)c1ccccn1 (configuration not stated)
  4	i	i	i	i	i	i	6	i	i	-7
> COc1ccc(OC)c(NC(=O)C(CC(=O)O)NCc2ccco2)c1 (configuration not stated)
  /	i	i	i	i	i	i	/	i	i	-7
> O=C(CCc1nnc(C2CCCCC2)o1)NCc1cccc(-n2cccn2)c1
  -1	i	i	i	i	i	i	2	i	i	-10

A portion of the library, so the mix of outcomes need not match the whole.
